OX1R antagonist = human HCRTR1 antagonism; O43613; CHO/OX1R cells, Fluo-8 calcium fluorescence, orexin A; inhibition, % at 5 µM; hit rate 0.43% among 330,000; AID 434989;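 active = inhibition above its plate's threshold, mean inhibition of all tested compounds on the plate plus 3 SD, cut at about 37% in these data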;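 note: 0% = orexin A challenge wells and 100% = SB-334867-A antagonist wells; not every result past the cut was called active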
Target sequence (O43613 whole entry, looked up): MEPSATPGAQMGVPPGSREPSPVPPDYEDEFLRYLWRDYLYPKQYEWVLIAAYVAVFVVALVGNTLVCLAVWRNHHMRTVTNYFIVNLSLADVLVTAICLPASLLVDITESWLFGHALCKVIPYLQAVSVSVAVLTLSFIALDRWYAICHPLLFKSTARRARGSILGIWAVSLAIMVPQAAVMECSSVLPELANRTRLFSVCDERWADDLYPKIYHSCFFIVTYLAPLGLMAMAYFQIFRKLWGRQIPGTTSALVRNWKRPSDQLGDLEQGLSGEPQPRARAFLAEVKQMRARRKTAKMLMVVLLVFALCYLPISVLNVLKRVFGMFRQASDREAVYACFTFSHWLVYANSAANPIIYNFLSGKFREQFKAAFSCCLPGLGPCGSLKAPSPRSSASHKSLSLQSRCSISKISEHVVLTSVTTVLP
CHT allo act = allosteric activators of human choline transporter CHT | Q9GZV3 | CHT-expressing cells, membrane potential dye, choline EC20; active compounds read high; LV-AA mutant CHT in HEK293 cells | B-score at 10 µM | hit rate 0.49% among 310,000 | AID 488977;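 active = initial fluorescence not abnormally high and integrated response B-score, plate-corrected, over 3 SD above library mean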
Target sequence (Q9GZV3 whole entry, looked up): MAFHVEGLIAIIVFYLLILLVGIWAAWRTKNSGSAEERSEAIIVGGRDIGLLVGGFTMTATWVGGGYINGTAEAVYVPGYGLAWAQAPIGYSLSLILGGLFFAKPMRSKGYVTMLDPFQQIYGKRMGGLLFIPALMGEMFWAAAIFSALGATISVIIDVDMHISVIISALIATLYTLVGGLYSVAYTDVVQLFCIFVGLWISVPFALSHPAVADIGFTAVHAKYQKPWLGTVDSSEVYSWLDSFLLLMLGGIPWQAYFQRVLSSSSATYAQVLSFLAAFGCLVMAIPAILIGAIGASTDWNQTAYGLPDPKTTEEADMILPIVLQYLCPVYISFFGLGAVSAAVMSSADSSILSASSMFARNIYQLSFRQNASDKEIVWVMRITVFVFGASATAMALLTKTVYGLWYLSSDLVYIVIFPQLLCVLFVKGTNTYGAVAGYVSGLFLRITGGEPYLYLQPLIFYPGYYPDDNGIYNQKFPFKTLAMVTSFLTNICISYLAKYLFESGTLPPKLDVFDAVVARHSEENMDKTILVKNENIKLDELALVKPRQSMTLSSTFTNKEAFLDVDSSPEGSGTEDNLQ
* = called active by the depositor; i = inactive; · = no result given.

The opening 3 entries as a preview:
Structure	OX1R antagonist	CHT allo act
COc1ccc(C(CNC(=O)C(=O)NC2CCCC2)N2CCN(C)CC2)cc1 (stereo unspecified)	-21	i
Nc1nc(Nc2ccccc2F)sc1C(=O)c1ccccc1	-32	i
COc1c(Cl)cc(Cl)cc1C(=O)Nc1ccc(NC(=O)c2cccs2)cc1	-1	i

The list itself, from the start:
Structure	OX1R antagonist	CHT allo act
COc1ccc(C(CNC(=O)C(=O)NC2CCCC2)N2CCN(C)CC2)cc1 (stereo unspecified)	-21	i
Nc1nc(Nc2ccccc2F)sc1C(=O)c1ccccc1	-32	i
COc1c(Cl)cc(Cl)cc1C(=O)Nc1ccc(NC(=O)c2cccs2)cc1	-1	i
Cc1cccc(OCC(=O)Nc2ccccc2-c2ccccc2)c1	-49	i
C=CCn1c(SCC(=O)Nc2cc(C)nn2-c2ccccc2)nnc1C1CCCCC1	-28	i
CCOC(=O)c1cc(C(=O)OCC)c2cccc(C)n2c1=O	-21	i
COC(=O)c1ccc(C(=O)OC)c(-n2c(=O)c3ccccc3c3ccccc3c2=O)c1	-13	i
Cc1ccc(C(C)NC(=S)NCc2ccc(F)cc2)c(C)c1 (stereo unspecified)	-11	i
COc1cccc(N2CCN(S(=O)(=O)c3cccc4nsnc34)CC2)c1	-8	i
C#CCCOC(=O)Nc1ccccc1	-4	i
Cc1ccc(NC(=O)CCN2C(=O)c3cccc([N+](=O)[O-])c3C2=O)c(Br)c1	-12	i
COc1ccccc1CNC(=O)COC(=O)c1ccc(C(=O)c2ccccc2)cc1	-14	·
COc1cc2cc(C(=O)N(C)C3CCS(=O)(=O)C3)[nH]c2cc1OC (stereo unspecified)	-23	i
Cc1nn(Cc2ccc(F)cc2)c(C)c1NC(=O)c1cc2ncc(Br)cn2n1	-26	i
COc1cccc(-c2ccc3nnc(SCC(=O)N4CCOCC4)n3n2)c1	-8	i
CCC(C)N(C(=O)COC(=O)c1ccc(=O)n(Cc2ccccc2)n1)C1CCS(=O)(=O)C1 (stereo unspecified)	-8	i
CC(C)(C)c1ccc(S(=O)(=O)NCc2ccc(C(=O)N3CCOCC3)cc2)cc1	0	i
CN(C)S(=O)(=O)c1ccc(N2CCCC2)c(C(=O)NCC2CCCCC2)c1	-25	i
O=C(N/N=C/c1ccc(Br)s1)c1ccccn1	-19	i
O=C1CCSc2ccc(Cl)cc2N1Cc1cccc(Cl)c1	-12	i
O=C(CSc1nnc(-c2ccccc2Cl)o1)Nc1ccccn1	-5	i
CCOC(=O)C1Oc2ccccc2C(c2ccc(OC)cc2)=C1C(=O)OC (stereo unspecified)	-21	·
CCOC(CNC(=O)c1cc2c(=O)n(CC)c3ccccc3c2s1)OCC	18	i
C=CCn1c(CCNC(=O)c2ccccc2F)nnc1SCC(=O)Nc1nc(C)cs1	-9	i
O=C(COC(=O)c1ccc([N+](=O)[O-])cc1Cl)NC(=O)c1ccccc1	0	i
O=C(COC(=O)CN1C(=O)COc2ccccc21)NCc1ccc(F)cc1	-8	i
CN=c1sc2ccccc2n1CC(O)COCc1ccco1 (stereo unspecified)	-29	i
CCC1CN(S(=O)(=O)c2cc(-c3cc(C)no3)ccc2OC)c2cc(C)ccc2O1 (stereo unspecified)	63*	i
Cc1nnc(SCC(=O)NCCc2ccccc2)s1	-2	i
CSCCC(NC(=O)c1ccco1)C(=O)Nc1ccncc1 (stereo unspecified)	-12	i
COc1ccc(OC)c(C2=Nn3c(nnc3-c3cc(C)[nH]n3)SC2)c1	-11	i
CC(C)[C@H](NC(=O)c1ccccc1)C(=O)OCC(=O)N1CCCCCC1	-2	i
CCCC1=NN2C(=N)/C(=C\c3cc(C)n(-c4cccc(C)c4)c3C)C(=O)N=C2S1	-10	i
CC1CCN(C(=O)CCC(=O)Nc2nnc(C3CCCCC3)s2)CC1	-20	i
O=c1cc(-c2ccccc2F)nc(-c2ccccc2F)o1	-18	i
Oc1ccc(C=NCCc2ccccc2)cc1	0	i
CCOC(=O)C1CCN(C(=S)Nc2cccc(C)c2)CC1	-12	i
NC(=O)SCC(=O)Nc1ccc(Cl)cc1	-9	i
O=C(NCCc1ccccc1)c1cccc(N2C(=O)C3CC=CCC3C2=O)c1 (stereo unspecified)	-7	i
O=C(COC(=O)CN1C(=O)NC2(CCCC2)C1=O)Nc1c(Cl)cccc1C(F)(F)F	-4	i
CCOc1ccc(-c2nnc(SCC(=O)Nc3cc(C)on3)o2)cc1	-8	i
CCCCNC(=O)N1CCN(S(C)(=O)=O)CC1	4	i
COc1ccc2c(c1)CC/C2=N\OC(=O)c1ccccc1OC	-26	i
CNc1ccc(/C=C/C(=O)c2cccc3ccccc23)cc1[N+](=O)[O-]	-14	i
CCOC(=O)N1CCC(Nc2c(NCCCN(CC)Cc3ccccc3)c(=O)c2=O)CC1	-12	i
COC(=O)Nc1nnc(COc2ccccc2)s1	-12	i
CC1CC(C)(C)Nc2ccc(OC(=O)c3ccco3)cc21 (stereo unspecified)	-8	i
COc1cccc(C2C(C#N)=C(N)N(N(C)C)C3=C2C(=O)CCC3)c1 (stereo unspecified)	1	i
CCNc1nc(NCC)nc(ON=C(C)C)n1	6	i
COc1cccc(NC(=O)CCCn2c(=O)[nH]c3ccccc3c2=O)c1	-10	i
N#C/C(=C/c1cccc([N+](=O)[O-])c1)c1nnc2n1CCCCC2	-21	i
CCN1C(=O)[C@H]2[C@H]3CN=C(SCC(=O)c4ccccc4)N3[C@@](C)(C(=O)OC)[C@H]2C1=O	-1	·
CCOc1ccccc1N(C(=O)CNC(=O)c1ccco1)C(C(=O)NC1CCCC1)c1ccncc1 (stereo unspecified)	-10	i
COc1ccc(CC(=O)NCC(=O)N/N=C/c2sccc2C)cc1	-3	i
CC1(C)CC(=O)C(N=Nc2ccc(Br)cc2)=C(O)C1	-19	i
COCCNS(=O)(=O)c1cc(C)c(C)cc1C	5	i
Cc1cc2oc(=O)cc(CN3CCOCC3)c2cc1Cl	-24	i
O=C(c1ccccc1F)N1CCC(O)(c2cccnc2)CC1	-3	i
O=c1[nH]c(/C=C/c2ccc(Cl)cc2Cl)c([N+](=O)[O-])c(=O)[nH]1	-20	i
COc1ccc(N=C/C=C2/C=C(c3ccccc3)OC(C)(C)O2)cc1	-20	i

Carrying on.
Structure	OX1R antagonist	CHT allo act
O=C(O)c1ccc(S(=O)(=O)NCC2CCCO2)cc1 (stereo unspecified)	3	i
CCOC(=O)c1nc(N2CCN(C(=O)OCC)CC2)c2c3c(sc2n1)CCCC3	-16	i
CCC(COC)NC(=O)CCc1nnc(Cc2c[nH]c3ccccc23)o1 (stereo unspecified)	-3	i
CCCc1ncc(C(O)(c2ccccc2)c2ccc(C)cc2)n1C (stereo unspecified)	-24	i
C=C1CCN([C@@H](CC(C)C)C(=O)NCCC(C)C)S(=O)(=O)c2ccccc21	-26	i
N#Cc1ccc(C(=O)NCC(c2ccco2)N2CCCCC2)cc1 (stereo unspecified)	-15	i
Cc1noc(C)c1S(=O)(=O)Nc1ccc2c(c1)C(=O)N([C@H](C)CO)C[C@H](C)[C@@H](CN(C)S(=O)(=O)c1ccc(F)cc1)O2	-14	·
Cc1cccc(N(Cc2cc3ccccc3[nH]c2=O)C(=O)c2cccs2)c1	-26	i
O=C(COc1ccc(Cl)cc1Cl)NCC1(N2CCOCC2)CCCCC1	-6	·
N#Cc1cc2c(nc1SCC(=O)Nc1sc3c(c1C#N)CCC3)CCC2	-21	i
COc1ccc2cc(C(N)=O)/c(=N/NC(=O)c3ccco3)oc2c1	-7	i
Cc1ccc(N2CCN(S(=O)(=O)c3ccc4c(c3)NC(=O)C(C)C(=O)N4)CC2C)cc1 (stereo unspecified)	-20	i
CN(CCc1ccccn1)c1ccc([N+](=O)[O-])cn1	1	i
O=C(c1cn(Cc2ccccc2)nc1-c1cccnc1)N1CCN(Cc2c(F)cccc2Cl)CC1	4	·
CCN(CC)C(=O)CSc1nc2c(sc(=S)n2-c2ccc(C)cc2C)c(=O)[nH]1	-32	i
COc1ccc(/C=C/C(=O)O)cc1S(=O)(=O)N1CCc2ccccc2C1	-10	i
CCCCOC(=O)CCCc1ccc([N+](=O)[O-])cc1[N+](=O)[O-]	-11	i
O=C(c1ccc(CNc2c(N3CCCC3)c(=O)c2=O)cc1)N1CCc2ccccc2C1	-9	i
O=C(CCc1ccncc1)N1CCCC(Nc2ccc(F)cc2)C1 (stereo unspecified)	-10	i
N=C1/C(=C/c2ccc(OCc3ccccc3)cc2)C(=O)N=C2SC(CC(=O)N3CCOCC3)=NN12	-2	i
COc1ccc(NC(=O)Cn2ncc(Cl)c(Cl)c2=O)cc1S(=O)(=O)N1CCOCC1	-3	i
CCOC(=O)CN1c2ccccc2NC(=O)CC1C (stereo unspecified)	-1	i
CCCCc1ccc(NC(=O)NCc2cccnc2)cc1	-18	i
COc1cc(/C=N/Nc2nc(-c3ccc(S(=O)(=O)N(C)C)cc3)cs2)ccc1O	6	i
CCOC(=O)/C=C1\CN(Cc2ccc(OC)cc2)S(=O)(=O)c2ccccc21	-34	i
CC(C)NC(=O)Nc1ccc2c(c1)C(=O)N([C@H](C)CO)C[C@H](C)[C@@H](CN(C)C(=O)Nc1ccc(C(F)(F)F)cc1)O2	3	·
CC1CCC(N2CCN(c3ncccn3)CC2)CC1 (stereo unspecified)	-24	i
CN1CCN(Cc2cc(Cl)c3cccnc3c2OC(=O)c2cccs2)CC1	-20	i
Cc1[nH]n(-c2ccccc2)c(=O)c1-c1ccc(Cl)cc1	-17	i
COc1ccc(N(CC(=O)N/N=C/c2ccc(-c3ccc([N+](=O)[O-])cc3)o2)S(=O)(=O)c2ccc(C)cc2)cc1	-11	i
CC(=O)NCc1cc(-c2ccc(Cl)cc2)no1	-3	i
COC(=O)C1=C(N)c2ccccc2C1(C#N)c1ccccc1 (stereo unspecified)	-25	i
O=C(NCCCN=C1NS(=O)(=O)c2ccccc21)c1ccccc1Cl	-1	i
O=C(CSc1ccc(-c2ccccn2)nn1)c1ccc(F)cc1	-29	i
C[C@H]1NC(=O)[C@@]2(C)[C@H](c3ccccc3)[C@H]3COc4ccccc4[C@@H]3N2C1=O	-30	·
O=C(OCc1nnc(-c2ccc(Cl)cc2)o1)c1ccc(=O)n(Cc2ccccc2)n1	-16	i
CCCCc1nc(SCc2ccc([N+](=O)[O-])cc2)n[nH]1	5	i
Cc1cc(C)n(-c2ccc(F)cc2)c(=O)c1C(=O)O	-7	i
O=C(Nc1ccc(S(=O)(=O)N2CCOCC2)cc1)c1cccnc1	-12	i
COc1cccc(CNC(=O)C2(C)Oc3ccccc3NC2=O)c1 (stereo unspecified)	2	i
Cc1ccc(N(CCC(=O)O)S(=O)(=O)c2ccccc2)cc1	13	i
CCCCN(C)C(=O)c1nc2ccccn2c1CNCCCn1ncc2ccccc21	-35	i
COC(=O)C1CCN(C(=O)c2cc(-c3ccco3)nc3ccccc23)CC1	-26	·
CCN1C(=O)/C(=C2/Sc3ccccc3N2CC)SC1=S	0	i
CC(C)C(=O)Nc1cc(=O)[nH]c2ncnn12	-2	i
Cc1c(Cl)cccc1NC(=O)CNC(=O)Cc1c[nH]c2ccccc12	14	·
Cc1ccc(S(=O)(=O)N2CCN(C(=O)C3CCCCC3)CC2)cc1	-16	i
Clc1cccc(CSc2nccn2-c2ccccc2)c1	-12	i
Cc1ccc(SCCN2CCC(NC(=O)OCc3ccccc3)CCC2=O)cc1 (stereo unspecified)	-19	i
Cn1c(SCC(=O)O)nnc1-c1cccc(NC(=O)c2cccc3ccccc23)c1	-15	i
Cc1ccc2nc(N(CCCN(C)C)C(=O)c3sc4ccccc4c3Cl)sc2c1	-14	i
Cc1csc(Nc2nc(N)c(C(=O)Nc3cc(Cl)ccc3F)o2)n1	-12	i
COc1cccc(/C=N/NC(=O)C(=O)N2CCCCCC2)c1O	-10	i
CC(=O)N1C(=O)C2(C(C#N)=C(N)Oc3cc(C)oc(=O)c32)c2ccccc21 (stereo unspecified)	-16	i
CCC(=O)NCCc1nc2cc(NC(=O)Nc3ccccc3)ccc2n1C	0	i
CCCCn1c(SCC(=O)Nc2cc(C)on2)nnc1-c1ccco1	-29	i
Cc1ccc(/C=C2\Oc3c(ccc(O)c3CN3CCN(C)CC3)C2=O)cc1	-17	i
O=C1NC2(CCCCCC2)C(=O)N1Cc1ccc(F)cc1Cl	-4	i
Cc1cc(S(=O)(=O)Nc2cccnc2)c(C)s1	-20	i
COc1ccc(CCNC(=O)C2CC(c3ccccc3F)=NO2)cc1 (stereo unspecified)	-7	i

(list continues)
Structure	OX1R antagonist	CHT allo act
COc1cc(OC)cc(C(=O)Nc2sc3c(c2C(N)=O)CCC3)c1	-13	i
Cc1ccc(C(=O)N/C(=C\c2cn(S(=O)(=O)N(C)C)c3ccccc23)C(=O)NCCCN2CCOCC2)cc1	-27	i
Cc1oc(S(=O)(=O)N(C)C)cc1C(=O)Nc1ccc(F)cc1	0	i
COC(=O)C1(S(=O)(=O)C2(C(=O)OC)CCCC2)CCCC1	-3	i
NCCCC[C@H]1CNC(=O)C(=O)N1CC1CCCCC1	2	i

Record cards (already shown):
`NCCCC[C@H]1CNC(=O)C(=O)N1CC1CCCCC1` is listed with OX1R antagonist: 2; CHT allo act: i
`Cc1ccc(C(=O)N/C(=C\c2cn(S(=O)(=O)N(C)C)c3ccccc23)C(=O)NCCCN2CCOCC2)cc1` is listed with OX1R antagonist: -27; CHT allo act: i
